KDM5B inh: KDM5B demethylase inhibition; Q9UGL1; KDM5B demethylase, FDH-coupled NADH fluorescence (FDH is formaldehyde dehydrogenase); Potency, µM (highest dose often 57.7 µM), inactives show top-dose activity change, negative = inhibition, usual class: inhibitors; 220,000 tested, 2.6% active; active = well fitted inhibition curve with a large enough effect; inconclusive = small, poorly fitted or top-dose-only effect; inactive = no such curve, though single readings can be large or run the other way; also: 0% is about no effect; nearly all actives have a fitted effect of over 70% in size
Target sequence (Q9UGL1 whole entry, looked up): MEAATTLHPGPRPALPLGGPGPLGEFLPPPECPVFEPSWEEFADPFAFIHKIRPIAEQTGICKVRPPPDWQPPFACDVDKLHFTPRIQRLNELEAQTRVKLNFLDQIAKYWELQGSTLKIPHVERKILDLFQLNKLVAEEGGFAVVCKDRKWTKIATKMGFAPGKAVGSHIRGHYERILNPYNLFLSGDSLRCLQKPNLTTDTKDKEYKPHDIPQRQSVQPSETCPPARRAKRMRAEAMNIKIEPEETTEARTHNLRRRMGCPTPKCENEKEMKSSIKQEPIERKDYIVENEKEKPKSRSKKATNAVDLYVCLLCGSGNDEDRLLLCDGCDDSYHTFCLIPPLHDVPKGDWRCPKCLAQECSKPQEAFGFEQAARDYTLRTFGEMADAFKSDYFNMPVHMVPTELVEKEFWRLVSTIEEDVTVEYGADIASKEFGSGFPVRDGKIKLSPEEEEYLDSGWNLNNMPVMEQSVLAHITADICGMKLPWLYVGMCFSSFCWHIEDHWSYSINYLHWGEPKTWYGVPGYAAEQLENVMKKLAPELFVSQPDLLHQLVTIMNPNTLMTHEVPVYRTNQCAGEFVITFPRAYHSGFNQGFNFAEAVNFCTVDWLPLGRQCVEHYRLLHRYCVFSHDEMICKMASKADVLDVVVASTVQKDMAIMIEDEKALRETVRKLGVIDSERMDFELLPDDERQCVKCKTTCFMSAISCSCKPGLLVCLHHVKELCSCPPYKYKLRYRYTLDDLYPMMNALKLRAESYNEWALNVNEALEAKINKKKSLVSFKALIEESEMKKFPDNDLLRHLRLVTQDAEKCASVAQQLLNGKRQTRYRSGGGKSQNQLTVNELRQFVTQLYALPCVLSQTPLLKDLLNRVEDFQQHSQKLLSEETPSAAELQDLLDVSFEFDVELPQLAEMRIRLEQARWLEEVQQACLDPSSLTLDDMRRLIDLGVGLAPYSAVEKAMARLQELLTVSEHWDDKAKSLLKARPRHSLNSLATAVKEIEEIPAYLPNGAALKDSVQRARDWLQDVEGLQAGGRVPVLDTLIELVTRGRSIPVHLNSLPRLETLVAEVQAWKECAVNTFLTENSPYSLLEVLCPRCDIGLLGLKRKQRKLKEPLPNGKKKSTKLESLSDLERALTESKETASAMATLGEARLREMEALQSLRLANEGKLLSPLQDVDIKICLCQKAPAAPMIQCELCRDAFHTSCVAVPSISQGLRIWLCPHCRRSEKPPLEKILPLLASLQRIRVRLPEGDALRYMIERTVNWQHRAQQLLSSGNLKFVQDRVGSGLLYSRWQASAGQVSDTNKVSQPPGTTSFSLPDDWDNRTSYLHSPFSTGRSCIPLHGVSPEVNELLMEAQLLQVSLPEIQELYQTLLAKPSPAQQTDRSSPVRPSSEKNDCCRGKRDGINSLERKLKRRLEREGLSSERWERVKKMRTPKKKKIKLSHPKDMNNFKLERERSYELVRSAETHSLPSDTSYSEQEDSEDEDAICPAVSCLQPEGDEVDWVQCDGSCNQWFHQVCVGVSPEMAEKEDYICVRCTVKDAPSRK
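Compound dilutions met 200 nM (final) KDM5BΔAP for 10 min at room temperature before substrate addition. The substrate mix held 12.5 µM H3K4me3 with cofactors 25 µM α-ketoglutarate and 50 µM Fe²⁺. NADH signal gain over 30 min defined activity.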
* hit, by the source's call; ? = inconclusive; [ ] = remark or other dose. Potency is read from the fitted curve at half-maximal effect. The list is partial, so the mix of outcomes need not match the whole.

SMILES	KDM5B inh
CCCCn1c(-c2ccc(C)cc2)c(C)n2c3c(=O)n(C)c(=O)n(C)c3nc12	-18.0%
FC(F)(F)c1ccccc1NC(=S)N1CCCCCC1	48.5%[activator]
Cc1cccc(NC(=O)C2CCCN2/C=C/C(=O)C(F)(F)F)c1 (stereo not given)	-18.3%
Cc1ccc(CNC(=O)Cc2nn(C)c(=O)c3ccccc23)cc1F	8.0%
Cn1c(=O)n(C)c2cc(N3CCOCC3)c(NC(=O)c3c(F)cccc3F)cc21	9.3%
CC(C)Oc1ccc(C(=O)NC2CCN(c3cn[nH]c(=O)c3)CC2)cc1	-11.9%
CCCc1ccc(C(=O)N2CCC3(CCCN(C)C3=O)C2)cc1 (stereo not given)	20.5%
CCn1ccc(C(=O)N2CCC3(CC2)c2[nH]c4ccccc4c2CCN3C)n1	28.2µM*
COc1ccc(CC(=O)NCC(c2ccc(N(C)C)cc2)N2CCOCC2)cc1OC (stereo not given)	2.1%
COCCOC1CCN(S(=O)(=O)c2ccccc2)CC1	23.6%
Cc1ccc(NC(=O)Cc2n[nH]c(=O)c3ccccc23)cc1	12.9%
O=C(CCN1CCC(c2ccccc2)C1)c1ccc2ccccc2c1 (stereo not given)	?
CCOc1ccccc1C(=O)NC(C)CCc1ccccc1 (stereo not given)	1.7%
Cc1ccc(NC(=O)Cn2c(=O)cc(-c3ccccc3)c3c(C)nn(C)c32)c(Cl)c1	-23.9%
Cc1ccc(S(=O)(=O)CCC(=O)OCC(=O)NC(C)C(C)C)cc1 (stereo not given)	11.1%
CC(C)CCC1(CCNCc2ccc(OC(C)C)cc2)CCOC(C)(C)C1 (stereo not given)	15.0%
Cc1nnc(NC(=O)c2cc(-c3ccc(Br)cc3)nc3ccccc23)s1	-3.2%
COCc1noc([C@@H]2CN(C(=O)C3CC=CCC3)C[C@H]2C(N)=O)n1 (stereo not given in full)	1.1%
COc1ccc(NC(=O)CCc2ccnc(N3CCCC3)c2)c(C)c1	25.1µM*
CN(Cc1nc2ccccc2n1C(F)F)S(=O)(=O)c1c(F)cccc1F	11.6%
Cc1nc2c(c(-c3ccc(Cl)cc3)n1)CCN(C(=O)Cc1cccc(Cl)c1)CC2	13.5%
Cc1cc2cc(CNC(=O)C(C)Oc3ccccc3)ccc2n1C (stereo not given)	-11.7%
Cc1cccc(-c2nc(CSc3nc(C)c(C)c(=O)[nH]3)c(C)o2)c1	2.4%
O=C(NCc1ccc(Cl)nc1)c1cnn2c1CN(C(=O)c1cccnc1)CC2	16.9%[115 µM]
CC(C)(C)c1nc(C(=O)N2CCCC2)n2ccccc12	112µM*

(continued)
SMILES	KDM5B inh
O=C1CCSc2ccc(S(=O)(=O)N3CCN(c4ccccc4F)CC3)cc2N1	-18.4%
N[C@H]1CCCN(C(=O)c2cnc(C34CC5CC(CC(C5)C3)C4)[nH]c2=O)C1	-25.1%
CS(=O)(=O)N(Cc1cccnc1)C1CN(C(=O)CCC2CCCC2)C1	-2.0%
Clc1ccc(C(c2ccccc2)c2c[nH]c3ccccc23)s1 (stereo not given)	-29.3%
CC(C)c1ccc(NS(=O)(=O)c2ccc3nc(-c4ccccc4)[nH]c3c2)cc1	7.6%
Cc1onc(-c2ccccc2)c1C(=O)NCC(O)c1ccccc1 (stereo not given)	35.6%
COc1ccccc1CNC(=O)C(=O)NCC(c1cccnc1)N1CCN(c2ccccc2)CC1 (stereo not given)	-5.9%
CC(=O)Nc1ccc(S(=O)(=O)N2CCC(N3CCCC3)CC2)cc1	?
COc1ccccc1Oc1ncccc1CNC(=O)c1csc(C)n1	11.5%
CN1C(=O)CC(C(=O)O)C12CCN(C(=O)NCCc1ccccc1)CC2 (stereo not given)	18.9%
CCn1nnc(NC(=O)COc2ccc(Cl)cc2Cl)n1	17.5%
Cc1ccc(S(=O)(=O)N2CCN(CC(=O)NC(=O)NC(C)(C)C)CC2)cc1C	-21.4%
CCC(CC)C(=O)c1c[nH]c(C(=O)NC2CCCCCC2)c1	-11.2%
Cc1ccc(Cl)cc1N1CCN(S(=O)(=O)c2c(C(=O)N3CCCCC3)c(C)n(C)c2C)CC1	-5.5%
Cc1oc(-c2cccs2)nc1CC(=O)Nc1ccccc1N1CCCCCC1	-15.7%
CCc1noc(-c2cn(C3CCN(C(=O)c4cccc(Br)c4)C3)nn2)n1 (stereo not given)	-14.2%
CCOC(=O)C(=CNNc1ccccc1)C(=O)OCC	-4.2%
COc1ccccc1C1c2c(-c3ccc(C)cc3)n[nH]c(=O)c2Nc2nnnn21 (stereo not given)	?
CCC(NC(=O)Nc1ccc(OC)c(OC)c1)c1c(-n2cccc2)sc2c1CCN(C)C2 (stereo not given)	?
CCC(C)NC(=O)CCNC(=O)c1cc2ccc(OC)cc2nc1C (stereo not given)	?
CC(C)(C)CN1CCOC[C@H]1c1ncc(-c2ccc(F)cc2F)[nH]1	-11.2%[86.2 µM]
CC(=O)NCCNC(=O)CCCc1nnc2n(CCC(C)C)c(=O)c3sccc3n12	?
Cc1cccc(NC(=O)C(=O)NCC(c2cccnc2)N2CCN(Cc3ccccc3)CC2)c1 (stereo not given)	-0.2%
Cc1cccc(C(=O)Nc2cccc(-c3nc4ccccc4o3)c2)c1	13.4%
COc1ccccc1-c1cc(C(F)(F)F)nc(S(=O)(=O)CCCC(=O)Nc2cc(OC)c(OC)c(OC)c2)n1	?

6 entries from above, reformatted.
| smiles | KDM5B inh |
| --- | --- |
| CCC(C)NC(=O)CCNC(=O)c1cc2ccc(OC)cc2nc1C (stereo not given) | ? |
| CC(C)(C)CN1CCOC[C@H]1c1ncc(-c2ccc(F)cc2F)[nH]1 | -11.2%[86.2 µM] |
| CC(=O)NCCNC(=O)CCCc1nnc2n(CCC(C)C)c(=O)c3sccc3n12 | ? |
| Cc1cccc(NC(=O)C(=O)NCC(c2cccnc2)N2CCN(Cc3ccccc3)CC2)c1 (stereo not given) | -0.2% |
| Cc1cccc(C(=O)Nc2cccc(-c3nc4ccccc4o3)c2)c1 | 13.4% |
| COc1ccccc1-c1cc(C(F)(F)F)nc(S(=O)(=O)CCCC(=O)Nc2cc(OC)c(OC)c(OC)c2)n1 | ? |

(cont.)
SMILES	KDM5B inh
CCc1cccc(NC(=O)C2CCCN2S(=O)(=O)c2ccc3nc(-c4ccccc4)[nH]c3c2)c1 (stereo not given)	?
COc1ccc(NC(=O)Cn2c(-c3ccccc3)nc(C)c(CCO)c2=O)cc1Cl	1.4%
O=C(c1ccsc1)N1CCc2c(nc3cc[nH]n3c2=O)C1	25.1µM*
O=C(NC1CCCc2ccccc21)c1csc2c1CCCCC2 (stereo not given)	21.9%
CC(C)c1ccc(/C=C/C(=O)Nc2ccc(Cl)cc2C(F)(F)F)cc1	13.5%
Cc1ccc(NC(=O)Cc2ccc(NC(=O)N3CCCCc4ccccc43)cc2)cc1Cl	-0.1%
CCOc1ccc(NC(=O)N2CCc3cc(OC)c(OC)cc3C2CNC(=O)c2ccco2)cc1 (stereo not given)	-15.2%
CCc1cc(=O)[nH]c(SCc2nc(-c3ccccc3C)no2)n1	-4.6%
O=C(Cc1cccc(F)c1)NC1CCN(c2cc(-c3ccc(F)cc3)[nH]n2)C1 (stereo not given)	?
COC(=O)CC1C(=O)NCCN1C(=S)Nc1ccc(F)cc1 (stereo not given)	13.2%
O=C(NCc1cccnc1)C1c2ccccc2C(=O)N(Cc2ccccc2)C12CCCC2 (stereo not given)	-11.4%
COc1ccc(-c2nc3c(c(=O)[nH]2)CCN(C(=O)CSc2ccccc2)C3)cc1	?
CCC1CCc2sc(C(=O)NCc3csc(-c4cccc(C)c4)n3)cc2C1 (stereo not given)	23.8%
O=C(NCc1ccccc1)NCC1Cn2cccc2C(=O)N1Cc1ccccc1 (stereo not given)	-15.4%
O=C1Cc2c(-c3ccccc3)n[nH]c2CN1CCc1ccncc1	-12.9%[86.2 µM]
CC(=O)N1CCN(C(=O)C[C@@H]2C[C@@H](C(C)C)[C@H](CNC(=O)Nc3cccc(F)c3)C=C2C)CC1	-25.7%
Cc1cc(Br)ccc1NC(=O)Cn1cc(S(=O)(=O)N2CCN(c3ccccc3F)CC2)c2ccccc2c1=O	-2.9%
Cc1nn(C)c2sc(C(=O)NCCc3ccc(C(=O)O)cc3)cc12	15.7%
COc1cccc(C(=O)Nc2ccc(-n3nncc3-c3ccccc3)cc2)c1OC	-26.0%
Cc1ccc2nc(NC(=O)CSc3nccn3Cc3ccccc3)sc2c1	-52.6%
CCCOc1cc(C)c(C)cc1S(=O)(=O)Nc1cccnc1	21.9%
CC(=O)c1cccc(NC(=O)CSc2nc3c(=O)n(C)c(=O)n(C)c3n2C)c1	-1.1%
O=C1NCc2ccc(-c3cc4c(ccn4Cc4cccnc4)c(C4=CCOCC4)n3)cc21	?
COc1ccc(S(=O)(=O)N2CCC(C(=O)NCc3cccnc3)CC2)cc1	-20.7%
O=C(Nc1cnc(-c2ccccc2)nc1)c1cccc(F)c1	-12.3%

New compounds follow:
SMILES	KDM5B inh
O=C(CS(=O)(=O)c1ccccc1)Nc1nnc(Cc2ccccc2)s1	?
Fc1ccc(C2Cn3nnc(-c4nc(-c5cccc(Cl)c5)no4)c3CO2)cc1 (stereo not given)	-11.6%
CCc1cn[nH]c1C1CCCN(C(=O)c2oc3cc(C)ccc3c2C)C1 (stereo not given)	-6.9%
CCCn1c(NC(=O)c2oc3ccccc3c2COCC)nc2ccccc21	?
C[C@H](O)[C@@H]1CN2CCc3ccc(N4CCOCC4)cc3[C@@H]2C[C@@H]1N(C)CC1CCCCC1	-24.8%
CCc1ccccc1NC(=O)Cn1nc(C(F)(F)F)c2c1CCC2	-22.3%
CN(Cc1ccccc1)C(=O)Cn1c(=O)c2cccn2c2ccc(F)cc21	-21.0%
COc1ccc2nc([C@H]3CCN(C4CCN(C)CC4)C3)[nH]c2c1	?
Fc1c(C(F)(F)F)nc2ccc(Br)cn12	2.7%
CCCc1nc(N2CCN(CC(=O)N3CCOCC3)CC2)c(C#N)c2c1CCC2	-22.7%
COc1cccc(CNC(=O)c2cc(-c3cccc(OC)c3)n[nH]2)c1	3.0%
O=C(CSc1ccc(-c2ccco2)nn1)Nc1ccc(F)cc1F	?
Cc1ccc(NC(=O)CSc2nc(=O)cc(N)n2CCc2ccccc2)cc1	-5.4%
CC1=C/C(=N\NC(=S)Nc2cccc(C(F)(F)F)c2)CC1	?
O=C(O)c1cccc(NC(=O)c2cc3cc(Br)cc(Br)c3oc2=O)c1	-68.4%
CC(=O)N1CCCC1c1nc(C2CN(Cc3cc(F)c(F)cc3F)C2)no1 (stereo not given)	-19.5%
O=c1[nH]nc(-c2ccco2)c2c1Nc1nnnn1C2c1ccccc1Cl (stereo not given)	?
O=C(NNC(=O)C1C2CCCCC21)c1ccccc1Cl (stereo not given)	11.0%
CN(C)CCNC(=S)NC(=O)c1ccccc1	0.4%
Cc1cc(Br)ccc1NC(=O)CN(C)C(=O)C1=COCCO1	24.2%
COc1ccccc1C(=O)Nc1sc(Nc2ccccc2)nc1C(N)=O	-11.8%
CCCCCCN(C(=O)CCl)c1ccccc1	3.8%
C[C@@H]1CN(C(=O)c2ccco2)C[C@H]1c1nc(-c2ccccc2)no1	-17.7%
O=C1COc2ccc(S(=O)(=O)NC3CCCCCC3)cc2N1Cc1noc(C2CC2)n1	-10.4%
O=C(NC1CCCC1)N1CCC(c2noc(-c3cccnc3)n2)C1 (stereo not given)	-10.8%

Further structures
SMILES	KDM5B inh
CCCCOc1ccc(-c2nn(-c3ccccc3)cc2C2NC(=O)NC(C)=C2C(=O)OCC)cc1 (stereo not given)	?
CCc1ccc(NC(=O)c2ccccc2NCC(=O)N2CC(=O)Nc3ccccc32)cc1	?
COc1ccc(C(=O)Nc2ccc3nc(C)[nH]c3c2)c(OC)c1	-9.2%
CCOC(=O)C1=C(Nc2ccccc2)O/C(=C\c2cc(F)ccc2F)C1=O	-5.3%
CC(C)(C)c1cc(C[C@@H]2CC[C@H](O)[C@@H](CNC3CCNCC3)O2)no1	-17.0%[86.2 µM]
COc1ccc(CN2CCC[C@H]2c2nc(-c3ccc(N4CCC(C(N)=O)CC4)nc3)no2)c(O)c1	-12.5%
CC(C)Cc1cc(C(=O)N2CCOCC2CC(=O)N2CC=CC2)nc(=O)[nH]1 (stereo not given)	?
COc1ccc(CN2CCc3nc(C)nc(-c4ccc(O)cc4)c3C2)cc1	-21.1%
CC(=O)NCCC(=O)Nc1ccc2c(c1)CCC2	20.9%
C=CCNC(=O)N1CC[C@H]2CC(=O)N(CC(N)=O)CC[C@H]2C1	15.6%[86.2 µM]
COc1ccc(-c2nc(SCC(=O)NCCc3ccc(OC)c(OC)c3)n[nH]2)cc1	-1.1%
CC1(c2ccccc2)N(Cc2ccccc2)C(=O)OC12CCN(C(=O)c1ccc(F)cc1)CC2 (stereo not given)	-21.2%
COc1ccccc1N1CCN(c2ncnc3onc(-c4ccc(F)cc4)c23)CC1	-6.9%
CCn1c(NCc2ccc(OC)c(OC)c2)nc2ccccc21	-43.7%
COCCOC1CCOC2(CCN(C(=O)c3nn(C)c4ccccc34)CC2)C1 (stereo not given)	5.1%

Reformatted: 7 of the compounds above
Compound,KDM5B inh
COc1ccc(-c2nc(SCC(=O)NCCc3ccc(OC)c(OC)c3)n[nH]2)cc1,-1.1%
CCn1c(NCc2ccc(OC)c(OC)c2)nc2ccccc21,-43.7%
CC1(c2ccccc2)N(Cc2ccccc2)C(=O)OC12CCN(C(=O)c1ccc(F)cc1)CC2 (stereo not given),-21.2%
CCOC(=O)C1=C(Nc2ccccc2)O/C(=C\c2cc(F)ccc2F)C1=O,-5.3%
CC(C)Cc1cc(C(=O)N2CCOCC2CC(=O)N2CC=CC2)nc(=O)[nH]1 (stereo not given),?
COc1ccc(C(=O)Nc2ccc3nc(C)[nH]c3c2)c(OC)c1,-9.2%
COc1ccc(CN2CCC[C@H]2c2nc(-c3ccc(N4CCC(C(N)=O)CC4)nc3)no2)c(O)c1,-12.5%
